BoNT A protease – inhibitors of Botulinum neurotoxin A light chain protease; multiplex microsphere protease substrate cleavage, flow cytometry; inhibition, % at 10 µM; 360,000 tested, 0.17% active; further: plate controls were buffer without enzyme for full effect and enzyme alone for no effect
Yp Topo-I inh – blocks Yersinia pestis topoisomerase I activity; AID 504884; 360,000 tested, 0.064% active; activity, % at 10 µM; Y. pestis Topo-I cleavage product accumulation, plate reader; in the data active means activity above about 50%, passing the limit was not always enough; inconclusive means no clear call, values can overlap the other calls; further: inactives centre near 2
PrPC TRFRET – inhibitors of human cell surface prion protein PrPC | P04156 | TR-FRET read-out | inhibition, % at 13.8 µM | 370,000 tested, 0.43% active; in the data active means inhibition above about 24%; further: 0% = median of the test wells and 100% = reference compound wells
PfHsp40 yeast – compounds rescuing yeast from Plasmodium falciparum HSP40 toxicity. S. cerevisiae expressing PfHsp40, growth rescue, ATP luminescence. growth rescue, % at 12.5 µM. 340,000 tested, 0.68% active. AID 504582; in the data active means growth rescue above about 28%, passing the limit was not always enough; inconclusive means no clear call, values can overlap the other calls;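 further: yeast W303a lacking pdr1 and pdr3 grown in galactose medium; growth measured after three days at 30 °C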
TcdB inh – blocks C. difficile toxin B glycohydrolase activity. inhibition, % at 9.99 µM. TcdB glycohydrolase enzymatic assay, plate reader. 350,000 tested, 0.24% active; in the data active means inhibition above about 10%
PriA SSB inh – inhibitors of Klebsiella pneumoniae PriA binding to SSB C-terminal tail; AlphaScreen SSBct-PriA binding, biotinylated peptide; inhibition, % at 33 µM; 430,000 tested, 0.6% active; AID 1272365; in the data active means inhibition mostly above about 37%, no sharp cut-off; inactive means mostly below about 20%;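 further: plate controls were negative control peptide for no effect and reference peptide for full effect; strong numbers were not always called active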
Vc quorum ag – inducers of Vibrio cholerae quorum light production without autoinducers; V. cholerae BH1578 lux reporter, luminescence, 6 h; activation, % at 18.7 µM; 350,000 tested, 0.16% active; AID 588436; in the data active means activation mostly above about 9.7%, no sharp cut-off; inconclusive means no clear call, values can overlap the other calls; inactive means mostly below about 3.7%; further: not every result past the cut was called active; inactives centre near 0; reference of the scale not given here
SARS 3CLpro inh – SARS-CoV 3CLpro protease inhibition; P0C6X7; recombinant SARS-CoV 3CLpro, quenched FRET peptide cleavage; inhibition, % at 6 µM; 290,000 tested, 0.14% active; in the data active means inhibition above about 12%
Anthrax LF prot – anthrax lethal factor protease inhibition. AID 588501. multiplex microsphere protease cleavage assay, LF. P15917. inhibition, % at 10 µM. 360,000 tested, 0.12% active; further: plate controls were buffer without enzyme for full effect and enzyme alone for no effect
Active calls of the source: *; i = inactive; ? = inconclusive; · = not tested or not shown; & = joins results of further samples. Unless noted, no stated cut-off is given here; in the data, active means inhibition above about 30%; inconclusive means no clear call, values can overlap the other calls; inactive means below that.

SMILES	BoNT A protease	Yp Topo-I inh	PrPC TRFRET	PfHsp40 yeast	TcdB inh	PriA SSB inh	Vc quorum ag	SARS 3CLpro inh	Anthrax LF prot
COc1ccc(C(=O)Nc2ccc(N3CCOCC3)cc2)cc1S(=O)(=O)N1CCOCC1	2.7	-14	1	-0.1	1.5	-8	-5.6	·	8
COCCNC(=O)CSCc1cc(C)cc(C)c1	0.5	-1	5	-1.6	-0.2	9	-1.1	0	-1
CC1CN(C(=O)c2ccc3c(c2)OCO3)CC(C)O1 (stereo unspecified)	-0.5	3	5	-0.7	·	-6	i	-4	2
Fc1cccc(Cn2cc(C(=S)N3CCOCC3)c3ccccc32)c1	-0.5	7	-4	0.7	2.5	24	i	-1	-2
COc1ccc(N(CC(=O)N/N=C/c2ccccc2F)S(=O)(=O)c2ccccc2)cc1	-2.3	25	-4	-1.3	1.0	·	-8.3	4	0
Cc1cnn(-c2nc(-c3cccs3)cc(C(F)(F)F)n2)c1	1.6	-4	-12	-1.1	·	-32	0.0	-1	0
COc1ccc(-n2c(SCC(=O)N3CCC(C(=O)O)CC3)nc3ccccc3c2=O)cc1OC	0.8	4	-3	1.5	0.3	-7	-0.4	0	2
COc1cccc(NC(=O)CN2CCc3ccccc3C2)c1	1.1	3	9	-1.2	-3.9	-15	i	-6	0
O=C(CN(c1ccc(F)cc1)S(=O)(=O)c1ccccc1)Nc1ccccc1C(=O)O	-0.5	13	6	-0.3	5.1	-2	-0.3	10	3
O=C(NC(=S)NC1CCS(=O)(=O)C1)c1ccccc1Br (stereo unspecified)	-0.9	-7	5	0.7	3.5	9	5.3	4	2
CCN1C(=O)C(=O)N(CC(=O)N2CCN(c3ccccc3)CC2)C1=O	2.3	1	5	-1.0	1.1	7	i	·	-1
CON(C)c1nc(Oc2ccc(=O)[nH]n2)nc(N(C)C)n1	0.0	-1	-5	-1.3	·	-23	-0.3	2	-7
C=CCNc1nc(NCc2ccco2)nc(OCC)n1	-1.2	-2	-1	-0.7	·	8	-0.3	0	0
O=C(CN1C(=O)C2C3C=CC(C3)C2C1=O)NCc1ccccc1 (stereo unspecified)	0.1	-3	8	0.0	·	-12	-0.5	-6	0
CCCNC(=O)c1cccc(C(F)(F)F)c1	-0.3	2	·	0.2	0.4	-17	i	-9	-2
CCC1CCCCN1CCCNC(=O)Cn1ncn2nc(-c3ccc(OC)cc3)cc2c1=O (stereo unspecified)	3.2	3	1	1.0	1.0	2	-0.2	3	-1
O=C(CSCc1ccccc1)N1CCN(c2cccc(C(F)(F)F)c2)CC1	0.1	29	-5	12	·	-30	-0.4	6	-6
CC(=O)c1cccc(NC(=O)c2cnn(-c3ccccc3)c2C)c1	0.1	3	2	-1.6	2.5	-9	-3.8	-3	1
O=C(COC(=O)/C=C/c1ccc(Cl)cc1)NCc1cccs1	0.1	11	2	·	0.8	·	i	·	-4
COc1cc(NC(=O)CN(c2cc(C)cc(C)c2)S(=O)(=O)c2c(C)[nH]c(=O)[nH]c2=O)cc(OC)c1	0.0	4	-2	0.3	1.6	-10	-0.4	-2	-1
C=C1CCN([C@H](C(=O)Nc2ccc(OC)cc2)C(C)C)S(=O)(=O)c2ccccc21	-0.1	-4	-3	-0.6	1.3	-11	0.3	·	-5
O=C(c1cc2nc(-c3ccccc3)cc(-c3ccccc3)n2n1)N1CCCC1	-0.7	8	2	-1.4	-0.7	-45	i	-1	-1
O=C(NC1CCCCC1)c1cc2ccccc2cc1O	0.2	-4	8	-0.5	0.1	-12	i	1	-4
COc1cc(C2CC(=O)NC3=C2C(=O)CC(C)(C)C3)cc(OC)c1O (stereo unspecified)	-0.4	-3	-1	-0.5	·	-10	i	-4	0
CCCCc1nc2cc(C(=O)N3CCCCC3CCO)ccc2o1 (stereo unspecified)	-5.4	15	-7	0.7	-0.5	-2	-0.8	-3	-2
CCN(CCCNC(=O)CN1C(=O)COc2ccccc21)c1cccc(C)c1	0.4	18	-9	-0.9	·	-7	0.2	2	-4
O=[N+]([O-])c1ccc(Oc2cccc(Br)c2)c2ccncc12	3.8	-1	-12	0.0	·	3	-0.4	6	2
Cc1ccccc1OCC(=O)OCC(=O)c1ccc(-c2ccccc2)cc1	0.0	3	2	-1.3	1.3	-2	-0.3	7	-1
CCn1ccc(C(=O)Nc2c(C)nn(Cc3c(F)c(F)c(F)c(F)c3F)c2C)n1	0.0	-1	7	-1.2	1.0	-10	3.6	1	0
Fc1ccccc1NC(=S)N1CCN(C/C=C/c2ccccc2)CC1	-1.0	19	-7	-0.1	·	6	-0.4	1	-1

Part of the list above with just PrPC TRFRET and PriA SSB inh.
Molecule | PrPC TRFRET | PriA SSB inh
COc1cc(C2CC(=O)NC3=C2C(=O)CC(C)(C)C3)cc(OC)c1O (stereo unspecified) | -1 | -10
CCCCc1nc2cc(C(=O)N3CCCCC3CCO)ccc2o1 (stereo unspecified) | -7 | -2
CCN(CCCNC(=O)CN1C(=O)COc2ccccc21)c1cccc(C)c1 | -9 | -7
O=[N+]([O-])c1ccc(Oc2cccc(Br)c2)c2ccncc12 | -12 | 3
Cc1ccccc1OCC(=O)OCC(=O)c1ccc(-c2ccccc2)cc1 | 2 | -2
CCn1ccc(C(=O)Nc2c(C)nn(Cc3c(F)c(F)c(F)c(F)c3F)c2C)n1 | 7 | -10
Fc1ccccc1NC(=S)N1CCN(C/C=C/c2ccccc2)CC1 | -7 | 6

Continuation:
SMILES	BoNT A protease	Yp Topo-I inh	PrPC TRFRET	PfHsp40 yeast	TcdB inh	PriA SSB inh	Vc quorum ag	SARS 3CLpro inh	Anthrax LF prot
N#C/C(C(=O)N1CCCCC1)=C1/N=C(NC(=O)c2ccc(F)cc2)c2ccccc21	-0.2	1	0	-0.8	2.7	-13&-3	0.1	-2	-1
CCN1C(=O)[C@H]2[C@@H](c3ccc(C)cc3)N[C@]3(CCCN(CCC(C)C)C3=O)[C@H]2C1=O	-0.8	-5	-7	·	0.6	·	1.1	·	1
COC(=O)Cn1c2ccc(OC)cc2c2nc(C)sc21	·	-4	-4	-0.2	2.8	2	-2.3	4	·
Cc1cccc(Nc2nc3ccccc3n3nnnc23)c1	-0.4	-5	5	-0.1	-1.2	-9	i	6	0
CN(C(=O)CSc1nncc2ccccc12)c1ccccc1	-0.1	11	-6	·	0.4	-5	-0.4	·	-7
COc1ccc(-n2c(Cc3cccn3C)nnc2SCC(=O)NCc2ccccc2Cl)cc1	-0.7	24	5	-0.9	1.2	17	-0.1	-2	0
CCOc1ccc(/C=C2\SC(=S)N(C(C(=O)O)c3ccccc3)C2=O)cc1OC (stereo unspecified)	2.2	33	14	-0.1	1.0	-2	-8.5	0	-7
O=C(C1=C[C@H](C2CCCCC2)C[C@H](OCCCCO)O1)N1CCN(Cc2ccccc2)CC1	0.0	7	5	-0.2	0.1&0.2	10	i	0	-2
COc1ccccc1CNC(=O)C(C)n1nc(C)c2c(C)n(-c3ccccc3)nc2c1=O (stereo unspecified)	0.5	1	6	1.7	-0.3	-7	-0.1	-2	-4
CN(C(=O)CSc1nc2ccccc2o1)C1CCS(=O)(=O)C1 (stereo unspecified)	0.0	1	-7	1.4	-0.4	-12	-6.2	·	-2
O=C(O)CCCNC(=O)/C(=C\c1ccccc1F)NC(=O)c1ccccc1	-0.1	-15	-6	-0.2	0.4	-8	i	4	1
Cc1ccccc1NC(=O)Cc1nnc(NC(=O)Nc2ccccc2F)s1	-2.9	8	3	-0.1	0.1	-6	-1.3	2	-3
CCCCc1ccc(NC(=O)COc2ccc(C(=O)Nc3ccccc3OCC)cc2)cc1	-0.5	14	5	1.5	·	-6	-0.1	0	1
O=C(COc1ccc2ccccc2c1)N1CCN(C(=O)c2ccco2)CC1	1.1	1	3	-1.1	0.4	-2	-0.4	1	2
O=C(Nc1nnc(-c2ccc(Cl)cc2)o1)C1=COCCO1	-0.7	-5	0	-1.9	-1.0	-9	-0.3	-2	0
CCCN(CC1CC1)C(=O)COC(=O)c1oc2c(F)cccc2c1C	-1.1	28	3	0.2	1.4	-28	i	·	-13
Cc1ccc(S(=O)(=O)N2CCN(C(=O)c3cc4c(C)nn(-c5ccccc5C)c4s3)CC2)cc1	-0.4	5	12	-0.7	·	-9	-0.4	4	2
CC(CC(=O)c1cccs1)CC(=O)c1cccs1	-0.8	2	-8	1.9	1.0	-6	-0.3	-2	-4
COc1ccc(C2SCC(=O)N2Cc2ccccc2)cc1 (stereo unspecified)	-3.4	28	-2	0.4	1.6	-4	i	-1	6
CCCCN(CCCC)CC(O)Cn1c2ccccc2c(=O)c2ccccc21 (stereo unspecified)	-3.8	2	0	·	1.2	-4	-0.5	3	-26
Cc1ccccc1-c1cc(C(=O)Nc2sc(C(=O)OC(C)C)c(C)c2C#N)c2ccccc2n1	1.7	6	3	0.3	·	-1	6.2	-3	-4
CC(=O)c1ccc2c(c1)c(C#N)c1ccccc1[n+]2[O-]	-0.6	-4	-12	2.9	-0.1	-12	3.7	-2	1
COc1ccc(-n2nnnc2C(c2ccccc2OC(F)(F)F)N2CCN(C/C=C/c3ccccc3)CC2)cc1 (stereo unspecified)	-0.4	·	-4	·	1.9	·	·	·	-12
CCCNC(=O)C1(C)CCCN(Cc2ccc(Oc3ccccc3)cc2)C1 (stereo unspecified)	-0.4	12	1	·	0.0	·	-0.5	·	-9
COc1ccccc1C(=O)NCC(=O)OCC(=O)Nc1ccc2[nH]c(=O)[nH]c2c1	-0.3	0	-7	0.0	4.1	10	0.0	·	-2
CC1CN(S(=O)(=O)c2ccc(C(=O)Nc3nc(-c4cc5ccccc5o4)cs3)cc2)CC(C)O1 (stereo unspecified)	0.5	-1	4	-0.2	-0.1	2	i	0	1
CC(C)n1cc(NC(=O)C2CC(c3cccc(Br)c3)=NO2)cn1 (stereo unspecified)	0.0	4	-1	0.2	·	-10	-11	0	-1
CCC(NC(=O)CCc1c(C)c2cc3c(C)c(C)oc3cc2oc1=O)C(=O)N[C@@H](Cc1ccccc1)C(=O)O (stereo partly specified)	-0.4	19	-1	-0.2	-1.0	-10	-0.3	8	-4
COc1ccc(C2=CC3=C(Br)C(=O)C(C)(OC(=O)C4CCCC4)C(=O)C3=CO2)cc1 (stereo unspecified)	1.3	-4	·	?	·	2	2.7	·	-3
CCOC1CCCc2oc(-c3ccsc3)c(-c3cnc(OC)nc3)c21 (stereo unspecified)	-0.4	·	-3	·	2.3	·	·	·	-10

Compound profiles, as listed above. Order of values: BoNT A protease	Yp Topo-I inh	PrPC TRFRET	PfHsp40 yeast	TcdB inh	PriA SSB inh	Vc quorum ag	SARS 3CLpro inh	Anthrax LF prot
CCCNC(=O)C1(C)CCCN(Cc2ccc(Oc3ccccc3)cc2)C1 (stereo unspecified) reads -0.4	12	1	·	0.0	·	-0.5	·	-9
CCOC1CCCc2oc(-c3ccsc3)c(-c3cnc(OC)nc3)c21 (stereo unspecified) reads -0.4	·	-3	·	2.3	·	·	·	-10
CC(=O)c1ccc2c(c1)c(C#N)c1ccccc1[n+]2[O-] reads -0.6	-4	-12	2.9	-0.1	-12	3.7	-2	1

(listing goes on)
SMILES	BoNT A protease	Yp Topo-I inh	PrPC TRFRET	PfHsp40 yeast	TcdB inh	PriA SSB inh	Vc quorum ag	SARS 3CLpro inh	Anthrax LF prot
CCC(CC)NC(=O)Cc1ccccc1[N+](=O)[O-]	1.5	-9	2	-1.2	·	1	i	2	4
CC(=O)Nc1ccc(NC(=O)CSc2ncc(C(=O)Nc3ccc(F)cc3)c(=O)n2C)cc1	-4.9	24	2	-1.4	2.0	-5	-0.3	·	3
CC(C)(C)OC(=O)N(CCc1ccccc1)Cc1cccc(OCc2cccc(NC(=O)C3CC3)c2)c1	0.0	15	3	-0.3	3.3	-12	i	·	-10
COc1ccc(CCN(C)C(=O)CSc2ncnc3sccc23)cc1OC	0.1	12	6	-0.8	0.0	4	-1.2	0	-1

Source: PubChem (several laboratories)

Only part of the results is shown (hit frequency here may not be typical).
